# Screens: PubChem, several laboratories
# bIAP inhibitor: intestinal alkaline phosphatase (bovine) inhibition. purified bovine IAP, CDP-star luminescence, 30 min. inhibition, % at 20 µM. 190,000 tested, under 10 active. AID 1019;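 active means over 50% inhibition of intestinal alkaline phosphatase at 20 µM in the single-dose screen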
#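 test system = bovine IAP enzyme | medium = DEA buffer 100 mM, pH 9.8, with MgCl2 1.0 mM, ZnCl2 0.02 mM | detection = luminescence | dosing = single compound dose of 20 µM, 2% DMSO final | incubation = 30 min reaction at room temperature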
# PMI act satM6P: activators of human phosphomannose isomerase at near-saturating mannose 6-phosphate; 190,000 compounds, 0.34% hits; P34949; activation factor at 20 µM; AID 1216; coupled PMI enzyme assay, resazurin fluorescence, 20 min; active compounds read high; 1 = untreated enzyme, 0 = substrate-free blank;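 active means activation factor of 2 or more at 20 µM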
# Target sequence (P34949 whole entry, looked up): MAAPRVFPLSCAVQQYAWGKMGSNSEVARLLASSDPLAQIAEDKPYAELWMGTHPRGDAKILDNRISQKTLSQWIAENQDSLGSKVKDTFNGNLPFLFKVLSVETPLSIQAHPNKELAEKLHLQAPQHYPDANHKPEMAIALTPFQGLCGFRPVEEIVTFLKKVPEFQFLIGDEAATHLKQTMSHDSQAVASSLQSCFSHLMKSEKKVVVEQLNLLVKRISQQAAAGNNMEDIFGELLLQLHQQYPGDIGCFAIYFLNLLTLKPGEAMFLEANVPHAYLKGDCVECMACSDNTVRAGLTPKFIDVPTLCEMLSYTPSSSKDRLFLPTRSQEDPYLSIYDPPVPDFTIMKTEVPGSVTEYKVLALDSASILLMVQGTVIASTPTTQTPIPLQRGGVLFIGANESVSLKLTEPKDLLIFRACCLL
#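 Technique: Diaphorase-driven resazurin-to-resorufin fluorescence, excitation 544, emission 590 nm | Assay system: Human PMI in coupled enzyme assay | Times: Enzyme reaction with compound 20 min at room temperature | Medium: HEPES-buffered pH 7.4 with magnesium and detergent | Reagent: Mannose-6-phosphate 1.0 mM (near-saturating) plus 0.22 mM NADP+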
# Diaphorase inh: inhibits diaphorase or chemically oxidizes, flagging diaphorase assay artifacts | diaphorase resazurin-to-resorufin fluorescence, NADH, 16 min; bacterial (C. kluyveri) enzyme, not human | inhibition, % at 20 µM | 190,000 compounds, 0.69% hits | AID 1217;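 active means primary screen inhibition at 20 µM above a set limit, cut at about 50% in these data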;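 further: plate controls were DMSO with full reaction for no effect and wells lacking NADH for full effect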
#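 Detection: fluorescence of resorufin formed from resazurin, Ex 544/Em 590 nm; test system: Clostridium kluyveri diaphorase enzyme; amount: 0.14 U/mL diaphorase, enzyme working solution; times: 16-min room-temperature incubation before reading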
# L major viab: inhibitors of Leishmania major promastigote growth; Leishmania major promastigotes, resazurin fluorescence viability; inhibition, % at 10 µM; 200,000 compounds, 9% hits; AID 1063; in the data active means inhibition above about 50%;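 further: promastigotes grown with compound for 44 hours at 28 °C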
# TNAP inh no acc: TNAP (human) inhibition, acceptor-free conditions; inhibition, % at 20 µM; 200,000 compounds, 0.26% hits; P05186; AID 1012; purified TNAP, CDP-star luminescence, 30 min;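 active means tissue-nonspecific alkaline phosphatase inhibition above about 50% at 20 µM in the single-dose screen, limit read from the data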;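 further: 0% = DMSO negative control and 100% = EDTA positive control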
# Target sequence (P05186 whole entry, looked up): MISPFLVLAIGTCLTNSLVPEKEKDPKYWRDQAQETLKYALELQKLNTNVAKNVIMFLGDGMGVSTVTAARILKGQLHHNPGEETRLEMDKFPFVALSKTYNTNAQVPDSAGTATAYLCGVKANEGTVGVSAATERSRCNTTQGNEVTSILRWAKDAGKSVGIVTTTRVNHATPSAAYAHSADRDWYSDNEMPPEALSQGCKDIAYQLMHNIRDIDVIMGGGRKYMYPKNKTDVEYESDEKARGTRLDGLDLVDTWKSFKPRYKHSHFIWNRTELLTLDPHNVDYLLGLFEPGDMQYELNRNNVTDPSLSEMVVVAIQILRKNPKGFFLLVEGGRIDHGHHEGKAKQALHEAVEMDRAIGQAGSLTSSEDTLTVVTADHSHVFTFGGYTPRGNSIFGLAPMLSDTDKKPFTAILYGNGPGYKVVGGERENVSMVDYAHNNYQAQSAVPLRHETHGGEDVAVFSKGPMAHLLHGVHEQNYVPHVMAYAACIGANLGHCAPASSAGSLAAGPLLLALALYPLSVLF
# TNAP inh hi DEA: blocks human TNAP under high phosphate acceptor concentration; P05186; purified TNAP, CDP-star luminescence, 1 M DEA; inhibition, % at 20 µM; 200,000 compounds, 0.03% hits; AID 1135;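 active means over 50% inhibition of tissue-nonspecific alkaline phosphatase at 20 µM in the single-dose screen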;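 further: plate controls were DMSO wells for no effect and EDTA-quenched wells as full inhibition for full effect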
# PMI act: activators of human phosphomannose isomerase | purified human PMI, coupled resazurin fluorescence, 20 min; active compounds read high; 1 = vehicle control, 0 substrate-free wells | activation factor at 20 µM | AID 1214 | 190,000 compounds, 0.005% hits | P34949;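 active means activation factor of 2 or more at 20 µM, relative to plate controls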
# TNAP act hiacc: increases human TNAP activity under high phosphate acceptor concentration | P05186 | purified TNAP, CDP-star luminescence, 1 M DEA, 30 min; active compounds read high; 0 = EDTA background, 1 = DMSO-only activity | activation factor at 20 µM | 200,000 tested, under 10 active | AID 1136;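 active means activation factor at least 2 at 20 µM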
#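 system = human TNAP | amount = enzyme diluted 1/800 final | reagent = 100 µM CDP-star substrate | signal = luminescent substrate turnover signal | dosing = one dose, 20 µM | benchmarks = EDTA negative control, DMSO positive control | measure = activation factor | timing = 30 min reaction, room temperature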
# bIAP act: increases bovine intestinal alkaline phosphatase activity. purified bovine IAP, CDP-star luminescence, 30 min; active compounds read high; fold of DMSO-control signal, blank-subtracted. 200,000 compounds, 0.17% hits. activation factor at 20 µM;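 active means activation factor of 2 or more at 20 µM, a signal rise over negative controls twice the positive control's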
# Diaphorase act: diaphorase activation or chemical reduction counter-screen; activation factor at 20 µM; 190,000 compounds, 0.005% hits; Diaphorase/resazurin coupled assay, resorufin fluorescence, 16 min; active compounds read high; 1 = vehicle wells, 0 = NADH-free wells;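 active means diaphorase activity raised at least twofold by the compound at 20 µM; inactive means activation factor below 2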
#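 Material: bacterial diaphorase enzyme (C. kluyveri); amount: enzyme 0.07 U/mL final; reagent: NADH substrate 0.114 mM plus resazurin dye 0.1 mM, final; doses: single compound dose of 20 µM, 1% DMSO final; timing: 16 min enzyme reaction, ambient temperature; measured by: fluorescence of resorufin, 544 nm excitation, 590 nm emission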
# Active calls of the source: *.
SMILES,bIAP inhibitor,PMI act satM6P,Diaphorase inh,L major viab,TNAP inh no acc,TNAP inh hi DEA,PMI act,TNAP act hiacc,bIAP act,Diaphorase act
CC(C)c1ccc(OCC(O)CN2CCN(c3ccccc3)CC2)cc1 (configuration not stated),6,1,10,87*,-2,1,0.9,1,0.9,0.9
CN1CC(=O)N(CC(=O)NCc2ccc3c(c2)OCO3)C1=O,9,0.9,19,3,-20,-6,1,1.1,0.9,0.8
Cc1cc(C)cc(N=C2SC(CC(=O)Nc3ccccc3)C(=O)N2CCN2CCOCC2)c1 (configuration not stated),-20,0.9,12,34,-11,-7,1,1.1,1.2,0.9
CC1(C)CC(=O)C(C=NCCN2CCNCC2)=C(O)C1,10,1,6,-4,-10,-6,1,1.1,0.9,0.9
O=C(NCC1CCCO1)C1CCCN(S(=O)(=O)c2cccc3nsnc23)C1 (configuration not stated),11,1,4,-4,-11,-3,1,1,0.9,1
Cc1csc(N2CCCC2=O)n1,-5,0.8,12,-2,-5,-5,0.9,1.1,1.1,0.9
O=C1C2CCCN2C(c2ccccc2)N1c1cccc(Cl)c1 (configuration not stated),-5,1,12,-6,-4,-6,1,1.1,1,0.9
c1ccc(CN2CCN(c3ncccn3)CC2)nc1,8,0.9,33,-8,-19,-8,0.9,1.1,0.9,0.7
COC(=O)C1=C(C)N(Cc2ccco2)C(=O)N[C@H]1c1ccc(Br)cc1,8,1,4,3,-7,-4,1.1,1,0.9,1
O=C(CCn1nc(-c2ccc(Cl)cc2)ccc1=O)NCc1cccnc1,3,0.9,22,-2,-7,-2,0.9,1,1,0.8
COc1ccc(N(CC(=O)NCc2ccccc2)S(=O)(=O)c2c(C)nn(C)c2C)cc1,8,0.9,17,-7,-15,-3,0.8,1,0.9,0.8
Cc1nc(C)c(-c2csc(NCc3ccco3)n2)s1,-5,1.1,13,16,-14,-3,1,1,1.1,0.9
COC(=O)c1cccc(COC(=O)c2ccc(N(C)C)cc2)c1,8,0.9,17,-9,-8,-3,1,1,0.9,0.8
Cc1ccc(-n2c(Cn3nc(C(F)F)cc3C(F)F)n[nH]c2=S)cc1,19,1,16,-5,0,-8,1,1.1,0.8,0.8
O=[N+]([O-])c1ccc(COc2cccc(CNc3ccc(Br)cc3)c2)cc1,-2,0.8,21,-1,1,-1,0.8,1,1,0.8
COc1ccccc1NC(=O)CSc1nnc(Cc2cc(=O)[nH]c(=O)[nH]2)n1-c1ccccc1,-12,1,0,-3,-10,-3,0.9,1,1.1,1
CCOc1ccc(NC(=O)C(=O)N/N=C\c2ccc(CNS(=O)(=O)c3ccccc3)o2)cc1,7,1.2,-13,-5,-49,2,1,1,0.9,1.1
O=C(NCc1ccccc1)C1(c2cccc(F)c2)CCCC1,5,1,7,21,-5,0,1,1,0.9,0.9
COc1ccccc1NC(=O)c1ccc(CSc2ncccn2)cc1,9,1,4,-6,-4,-4,0.9,1,0.9,1
Cc1cc(N)n2ncc(-c3ccc(F)cc3)c2n1,35,0.9,21,9,-7,-8,0.9,1.1,0.7,0.8
COc1ccc(CCNC(=O)c2nnn(-c3ccccc3OC)c2N)cc1OC,-6,1.1,9,-3,-4,-5,1,1.1,1.1,0.9
O=C(c1ccc(COCC(F)(F)F)o1)N1CCCC1,4,1.1,16,-3,-9,-6,1.1,1.1,1,0.8
CCC(=O)NC(Nc1sc2c(c1C(=O)OC)CCN(C)C2)(C(F)(F)F)C(F)(F)F,-24,1,-10,6,-13,-5,1,1,1.2,1.1
COc1ccc(Nc2nc(Cl)c(C=O)s2)cc1,-2,1,16,0,-9,1,1,1,1,0.8
Cc1cc(Br)ccc1OCC(=O)NNC(=O)c1ccc(NC(=O)C2CC2)cc1,-2,1.1,4,-7,3,-2,1,1,1,1
O=C(NCC1CCCO1)C1CCCN(Cc2cnn(-c3ccccc3)c2-n2cccc2)C1 (configuration not stated),3,0.9,20,31,-13,-6,0.9,1.1,1,0.8
CC(C)N(Cc1ccccc1)C(=S)Nc1ccc(OC(F)F)cc1,-1,1,12,0,-5,-1,1,1,1,0.9
CCOC(=O)c1c(O)c(Cl)c(C)[nH]c1=O,-4,1,-2,-6,9,-2,1.2,1,1,1
COc1ccc(OC)c(C(=O)c2coc3ccc(OCC(=O)O)cc23)c1,9,1,11,1,-22,-8,1,1.1,0.9,0.9
COc1ccc2nc(SCC(=O)Nc3nonc3C)[nH]c2c1,-10,1,12,-3,-7,-3,0.9,1,1.1,0.9
COc1ccc(OC)c(N2C(N)=NC(N)=NC23CCCC3)c1,10,0.9,13,-2,-12,-5,0.9,1,0.9,0.9
O=[N+]([O-])c1cc(Br)c(O)c(/C=N/Nc2nc3ccccc3s2)c1,-19,1.3,-4,-6,-87,33,1.4,0.7,1.2,1
Cc1ccc(NC(=O)COc2ccc(-n3ccnc3)cc2)cc1Cl,9,1,-10,87*,-18,-5,1.1,1.1,0.9,1.1
CCNC(=O)COc1ccc(-c2ccccc2)cc1,9,0.9,6,-8,-6,4,0.9,1,0.9,0.9
CC(C)OC(=O)c1c(NC(=O)c2ccco2)sc2c1CCCCC2,8,0.9,20,0,-12,-2,0.8,1,0.9,0.8
CCOC(=O)c1ccc(COc2nc3ccccc3nc2-c2ccccc2NC(C)=O)o1,2,0.9,8,4,4,3,0.9,1,1,0.9
CCc1ccc(C(=O)CN2C(=O)NC(C)(CCc3ccccc3)C2=O)cc1 (configuration not stated),19,1,18,-8,-13,-4,0.9,1,0.8,0.8
Cc1cc(C)n(-c2nc(NCCCO)c3c4c(sc3n2)CCCC4)n1,-23,0.9,0,28,-7,-1,0.9,1,1.2,1
COC(=O)c1ccc(-c2sc3nc(N4CCOCC4)c4c(c3c2N)CC(C)(C)OC4)o1,-4,0.8,20,-7,-10,3,0.8,1,1,0.8
Cc1ccc(SCC(=O)Nc2ccccc2C(=O)O)cc1,8,1.1,0,-6,-5,-7,1.1,1.1,0.9,1
CC1(C)Cc2c(c(N3CCOCC3)nc3sc4c(NCc5ccccc5)nnnc4c23)CS1,22,1.1,-8,24,5,-6,0.9,1.1,0.8,1.1
O=C(CCN1C(=O)c2ccncc2C1=O)Nc1cc(F)ccc1F,1,1.2,1,-7,2,-1,1.2,1,1,1
CC(CCc1ccco1)NC(=O)c1cccc2c1C(=O)N(C1CCCCC1)C2 (configuration not stated),0,1,10,15,-8,0,1,1,1,0.9
CCCN(CCC)CCNC(=O)CS(=O)Cc1nc(-c2ccc(C)cc2)oc1C (configuration not stated),-8,1,-5,0,0,-3,1,1,1.1,1
CCOC(=O)Cc1csc(NC(=O)CSc2ccc(Br)cc2)n1,-7,1,16,78*,-14,0,1,1,1.1,0.8

# 2 records picked at random from those above, as already listed:
SMILES,bIAP inhibitor,PMI act satM6P,Diaphorase inh,L major viab,TNAP inh no acc,TNAP inh hi DEA,PMI act,TNAP act hiacc,bIAP act,Diaphorase act
COc1ccccc1NC(=O)CSc1nnc(Cc2cc(=O)[nH]c(=O)[nH]2)n1-c1ccccc1,-12,1,0,-3,-10,-3,0.9,1,1.1,1
COc1ccc2nc(SCC(=O)Nc3nonc3C)[nH]c2c1,-10,1,12,-3,-7,-3,0.9,1,1.1,0.9

# (list continues)
SMILES,bIAP inhibitor,PMI act satM6P,Diaphorase inh,L major viab,TNAP inh no acc,TNAP inh hi DEA,PMI act,TNAP act hiacc,bIAP act,Diaphorase act
C/C=N/NC(=O)CCCC(=O)N/N=C/C,-7,0.9,13,14,-5,-2,0.9,1,1.1,0.9
Cn1c(=O)[nH]c(=O)c2c1nc(CN1CCOCC1)n2Cc1ccccc1,2,0.9,8,13,0,3,0.9,1,1,0.9
Cc1cc(SC(C)C(=O)O)nc2ccccc12 (configuration not stated),0,1.1,-6,-7,-7,-1,1,1,1,1.1
CCCCNC(=O)C1CC(c2c(Cl)cccc2Cl)=NO1 (configuration not stated),12,1.1,4,-4,-5,-5,1.1,1.1,0.9,1
COc1ccc(CNC(=O)CN(C(=O)Cn2nnc(-c3ccccc3F)n2)c2ccc(C)cc2)cc1,-9,0.9,11,-1,-8,-2,0.9,1,1.1,0.9
N#Cc1cnn2c3c(cnc12)C(=O)N1CCc2ccccc2C1C3 (configuration not stated),-13,1.1,7,9,-8,-5,1.1,1,1.1,0.9
CCOC(=O)C1CCCN(C(=O)CCn2nc(-c3ccccc3)ccc2=O)C1 (configuration not stated),2,1,18,-5,-7,-1,1,1,1,0.8
COc1cccc(CNC(=O)CCC2CCCN(Cc3cc4ccccc4o3)C2)c1 (configuration not stated),-7,0.9,14,80*,-6,-4,0.9,1,1.1,0.9
COc1ccc(CN2C(=O)c3ccccc3C2C(=O)NC2CCC(C)CC2)c(OC)c1 (configuration not stated),0,1,6,8,-29,-9,1,1.1,1,0.9
C/C(=N\NC(=O)c1csc2ccccc12)c1ccc(O)cc1,12,1.1,4,9,-6,0,1,1,0.9,1
Cc1ccc(Nc2nc(N)nc(CSCCO)n2)cc1,5,0.9,10,-3,-5,-1,1,1,1,0.9
CCN(CC)c1c2c(c(C#N)c3nc4ccccc4n13)CCC2,10,1,31,-1,-21,-3,1,1,0.9,0.7
CCCOc1ccc(-c2nnc(N)s2)cc1,28,0.9,5,2,-8,-4,0.9,1,0.7,0.9
O=C(/C=C/c1c(Cl)cccc1Cl)NCc1ccco1,9,0.9,11,10,-5,-1,0.9,1,0.9,0.9
CCOC(=O)N1CCC(=NNc2ccnc3cc(Cl)ccc23)CC1,11,1.5,0,61*,-2,-2,1.6,1,0.9,1

# Look-ups from above.
# `COC(=O)C1=C(C)N(Cc2ccco2)C(=O)N[C@H]1c1ccc(Br)cc1` – PMI act satM6P: 1
# `O=C(CCn1nc(-c2ccc(Cl)cc2)ccc1=O)NCc1cccnc1` – PMI act: 0.9

# Later entries
SMILES,bIAP inhibitor,PMI act satM6P,Diaphorase inh,L major viab,TNAP inh no acc,TNAP inh hi DEA,PMI act,TNAP act hiacc,bIAP act,Diaphorase act
CC(=O)CN1Cc2ccccc2/C1=N\C(=O)Nc1ccccc1,-2,1,9,-1,-10,-1,1,1,1,0.9
CC(NC(=S)NCc1ccccc1)C12CC3CC(CC(C3)C1)C2 (configuration not stated),8,1,11,6,-2,-1,1,1,0.9,0.9
COc1ccc(N2C(=O)C3CCCN3C2c2ccccc2Cl)cc1 (configuration not stated),-5,0.8,22,-4,-16,-4,0.9,1,1,0.8
CCCc1nc2ccccc2c(NC(=O)CN(CC)CC)c1CC,-9,1.1,-6,3,-1,1,1.3,1,1.1,1.1

# The order is random; overall some 10% were active at least once.
